Screening results: PubChem, several laboratories
SRC1 inh = human NCOA1 inhibition | HEK293 GAL4-SRC1 luciferase reporter, luminescence | 360,000 compounds, 0.12% hits | Q15788 | inhibition, % at 3.6 µM;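 active = inhibition above the campaign mean plus 3 SD, with each screening campaign given its own cutoff, cut at about 60% in these data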;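 note: 0% = DMSO treated cells and 100% = gossypol at 36 µM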
NCOA3 inh = human NCOA3 inhibition; 360,000 compounds, 0.17% hits; HEK293 GAL4-SRC3 luciferase reporter, luminescence; inhibition, % at 3.6 µM;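 active = inhibition above a per-campaign cutoff, the mean of all compounds plus 3 SD, cut at about 60% in these data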;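 note: 0% = DMSO-treated cells and 100% = gossypol-treated cells at 36 µM; higher means less SRC3-driven luciferase light from the GAL4 reporter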
NOD2-RIPK2 inh = blocks binding of human NOD2 to RIPK2; O43353; 360,000 compounds, 0.38% hits; AID 624267; inhibition, % at 4.98 µM; CHO BLA complementation NOD2-RIPK2, CCF4 ratio; in the data active = inhibition above about 21%;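 note: 0% = vehicle only and 100% = reference blocker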
Granule exo inh = blocks lytic granule exocytosis; 360,000 compounds, 0.66% hits; inhibition, % at 10 µM; TALL-104 LAMP-1 surface exposure, flow cytometry; cells stimulated with thapsigargin and PMA;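 active = inhibition above about 55%, limit read from the data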
NCOA2 inhibitor = inhibits human steroid receptor coactivator 2. HEK293 GAL4-SRC2 luciferase reporter, luminescence. Q15596. 370,000 compounds, 0.17% hits. AID 651957. inhibition, % at 9 µM;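 active = inhibition above the mean inhibition of all tested compounds plus 3 SD, set per campaign, cut at about 52% in these data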;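 note: 0% = DMSO treated cells and 100% = cells given Gossypol at 36 µM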
ABHD5-PLIN5 inh = blocks binding of human ABHD5 to perilipin-5. 360,000 compounds, 0.78% hits. inhibition, % at 4 µM. AID 602281. Split G. princeps luciferase complementation, luminescence, 4 h;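 active = inhibition above the mean inhibition across every tested compound plus 3 SD, cut at about 22% in these data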;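 note: 0% = DMSO only wells and the 100% control is not disclosed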
TLR9-MyD88 inh = blocks human TLR9 binding to MyD88; CHO BLA complementation TLR9-MyD88, CCF4 FRET ratio; Q9NR96+Q99836; inhibition, % at 4.98 µM; 340,000 compounds, 0.21% hits;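 active = inhibition above the mean over all tested compounds plus 3 SD, cut at about 21% in these data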;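 note: 0% = DMSO only wells and 100% = clavulanate BLA inhibitor control wells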
NR5A2 inv ag = NR5A2 inverse agonism in reporter assay | AID 602396 | 360,000 compounds, 0.13% hits | O00482 | inhibition, % at 3.6 µM | HEK293T StAR-luciferase reporter, LRH-1 transfected, 24 h;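 active = inhibition above the mean inhibition of all tested compounds plus 3 SD, cut at about 73% in these data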;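 note: 0% = DMSO wells and 100% = reporter-only cells lacking LRH-1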
Target sequence (O00482 whole entry, looked up): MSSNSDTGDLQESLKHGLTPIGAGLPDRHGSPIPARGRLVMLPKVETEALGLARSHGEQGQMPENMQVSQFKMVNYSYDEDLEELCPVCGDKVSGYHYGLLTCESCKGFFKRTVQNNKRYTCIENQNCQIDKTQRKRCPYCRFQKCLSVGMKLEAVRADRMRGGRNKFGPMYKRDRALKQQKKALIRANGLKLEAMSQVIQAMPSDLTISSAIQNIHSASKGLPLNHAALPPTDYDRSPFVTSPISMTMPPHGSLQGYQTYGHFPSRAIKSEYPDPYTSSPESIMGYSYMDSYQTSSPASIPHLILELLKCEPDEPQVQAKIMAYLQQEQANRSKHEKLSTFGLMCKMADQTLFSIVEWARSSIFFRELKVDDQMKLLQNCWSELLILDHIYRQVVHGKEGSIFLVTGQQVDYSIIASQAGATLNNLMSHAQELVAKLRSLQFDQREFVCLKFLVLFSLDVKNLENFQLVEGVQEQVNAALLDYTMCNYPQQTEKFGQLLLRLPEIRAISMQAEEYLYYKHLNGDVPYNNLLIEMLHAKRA
COUP-TFII inh = inhibitors of human COUP-TFII (NR2F2) | 370,000 compounds, 0.7% hits | HEK293T NGFI-A luciferase reporter, luminescence | P24468 | inhibition, % at 8.6 µM;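 active = inhibition above a per-plate cutoff, mean inhibition of test wells between control levels plus 3 SD, cut at about 38% in these data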;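 note: cells cotransfected with COUP-TFII expression vector driving the NGFI-A reporter; 0% = median of COUP-TF2 test wells and 100% = reporter-only cells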
Target sequence (P24468 whole entry, looked up): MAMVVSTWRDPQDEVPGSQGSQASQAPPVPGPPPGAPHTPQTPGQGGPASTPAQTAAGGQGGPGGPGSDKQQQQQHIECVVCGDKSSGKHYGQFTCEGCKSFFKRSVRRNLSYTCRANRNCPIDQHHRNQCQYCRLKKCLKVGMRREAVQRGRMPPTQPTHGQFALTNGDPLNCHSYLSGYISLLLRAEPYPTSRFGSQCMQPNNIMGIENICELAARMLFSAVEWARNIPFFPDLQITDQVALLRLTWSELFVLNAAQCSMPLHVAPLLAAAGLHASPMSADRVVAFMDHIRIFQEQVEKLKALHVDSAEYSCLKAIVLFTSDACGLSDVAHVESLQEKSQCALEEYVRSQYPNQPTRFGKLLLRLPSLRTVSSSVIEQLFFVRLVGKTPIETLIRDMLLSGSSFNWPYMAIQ
TROY NFkB inh = blocks TROY-dependent signaling in reporter cells; Q293 LMP1-TROYcd NF-kB luciferase reporter, 4 h; inhibition, % at 10 µM; 360,000 compounds, 0.98% hits;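 active = compounds whose plate-normalised and pattern-corrected inhibition of the luciferase reporter signal at the single screening dose is 50% or more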
TWEAK Fn14 block = TWEAK-Fn14 signaling inhibition. 360,000 compounds, 2% hits. inhibition, % at 10 µM. TWEAK-stimulated Fn14 reporter cells, luciferase luminescence, 8 h. AID 1159606; in the data active = inhibition above about 50%
Starred values were filed as active, the others as inactive.

Screening CCOc1c(C)cc2[nH]c(CCC(=O)O)nc2c1C returned SRC1 inh -16, NCOA3 inh 13, NOD2-RIPK2 inh 5, Granule exo inh 3, NCOA2 inhibitor -10, ABHD5-PLIN5 inh -1, TLR9-MyD88 inh 2, NR5A2 inv ag -3, COUP-TFII inh -5, TROY NFkB inh 10 and TWEAK Fn14 block -6.
Screening CCC(=O)c1ccc(N2CCC(C)CC2)c(F)c1 returned SRC1 inh -14, NCOA3 inh -26, NOD2-RIPK2 inh -1, Granule exo inh -10, NCOA2 inhibitor -40, ABHD5-PLIN5 inh -1, TLR9-MyD88 inh 2, NR5A2 inv ag -4, COUP-TFII inh 3, TROY NFkB inh -52 and TWEAK Fn14 block -17.
CCS(=O)(=O)Nc1cccc(-c2nc3cccnc3s2)c1 was read as SRC1 inh -82, NCOA3 inh -21, NOD2-RIPK2 inh -12, Granule exo inh -2, NCOA2 inhibitor -14, ABHD5-PLIN5 inh -1, TLR9-MyD88 inh -3, NR5A2 inv ag -31, COUP-TFII inh -20, TROY NFkB inh -11 and TWEAK Fn14 block 23.
`Cn1c(=O)c2c(nc(Br)n2CC(=O)c2cccs2)n(C)c1=O` gave SRC1 inh -6, NCOA3 inh 18, NOD2-RIPK2 inh -2, Granule exo inh 12, NCOA2 inhibitor -23, ABHD5-PLIN5 inh 4, TLR9-MyD88 inh -3, NR5A2 inv ag 7, COUP-TFII inh 3, TROY NFkB inh -16 and TWEAK Fn14 block 12.
COc1ccc2cc(C3CC(c4cccs4)=NN3S(C)(=O)=O)c(Cl)nc2c1 (stereo unspecified) was read as SRC1 inh -14, NCOA3 inh 4, NOD2-RIPK2 inh -10, Granule exo inh 0, NCOA2 inhibitor -20, ABHD5-PLIN5 inh 0, TLR9-MyD88 inh 6, NR5A2 inv ag -9, COUP-TFII inh 7, TROY NFkB inh 11 and TWEAK Fn14 block -26.
Screening OCCNCCSc1nc(C2CCCCC2)n(-c2ccccc2Cl)n1 returned SRC1 inh 1, NCOA3 inh 10, NOD2-RIPK2 inh 4, Granule exo inh -4, NCOA2 inhibitor 5, ABHD5-PLIN5 inh 6, TLR9-MyD88 inh 3, NR5A2 inv ag 11, COUP-TFII inh 6, TROY NFkB inh 8 and TWEAK Fn14 block -1.
`O=C(N/N=C/c1ccccc1C(=O)O)c1cccc(S(=O)(=O)N2CCOCC2)c1` gave SRC1 inh 2, NCOA3 inh 15, NOD2-RIPK2 inh -5, Granule exo inh 5, NCOA2 inhibitor 0, ABHD5-PLIN5 inh -3, TLR9-MyD88 inh -9, NR5A2 inv ag -7, COUP-TFII inh -11, TROY NFkB inh -2 and TWEAK Fn14 block 8.
`CCC(C)(C)C1CCC2(CC1)NC(=O)N(CC(=O)N(C)Cc1ccc(OC(F)F)cc1)C2=O` (stereo unspecified) gave SRC1 inh 2, NCOA3 inh 2, NOD2-RIPK2 inh -8, Granule exo inh 0, NCOA2 inhibitor -5, ABHD5-PLIN5 inh 4, TLR9-MyD88 inh 1, NR5A2 inv ag 9, COUP-TFII inh -17, TROY NFkB inh 18 and TWEAK Fn14 block 38.
For COc1ccc(NC(=O)N(C2CCCCC2)C(C)c2cccnc2)c(OC)c1 (stereo unspecified) the results were SRC1 inh -18, NCOA3 inh 13, NOD2-RIPK2 inh -5, Granule exo inh 1, NCOA2 inhibitor -5, ABHD5-PLIN5 inh -5, TLR9-MyD88 inh 2, NR5A2 inv ag 0, COUP-TFII inh -6, TROY NFkB inh -14 and TWEAK Fn14 block 15.
For CCOC(=O)C1=C(C)C(c2cccc(Oc3ccccc3)c2)NC(=S)N1 (stereo unspecified) the results were SRC1 inh 15, NCOA3 inh 19, NOD2-RIPK2 inh -10, Granule exo inh -3, NCOA2 inhibitor 15, ABHD5-PLIN5 inh -9, TLR9-MyD88 inh 0, NR5A2 inv ag 27, COUP-TFII inh 4, TROY NFkB inh 25 and TWEAK Fn14 block 27.
`CCOc1ccc(S(=O)(=O)N2CCN(C(=O)c3cc(-c4ccccc4)nn3-c3ccccc3)CC2)cc1` gave SRC1 inh -12, NCOA3 inh -6, NOD2-RIPK2 inh 2, Granule exo inh -1, NCOA2 inhibitor 8, ABHD5-PLIN5 inh -2, TLR9-MyD88 inh 3, NR5A2 inv ag 22, COUP-TFII inh 8, TROY NFkB inh 17 and TWEAK Fn14 block 40.
`COc1cc(S(=O)(=O)NCCOC23CC4CC(CC(C4)C2)C3)c(OC)cc1Cl` gave SRC1 inh 23, NCOA3 inh 16, NOD2-RIPK2 inh -2, Granule exo inh 0, NCOA2 inhibitor 11, ABHD5-PLIN5 inh 19, TLR9-MyD88 inh 4, NR5A2 inv ag 17, COUP-TFII inh 10, TROY NFkB inh 17 and TWEAK Fn14 block 49.
O=C(c1cc(N2C(=O)C3C4CCC(C4)C3C2=O)ccc1Cl)N1CCN(c2ccccc2F)CC1 (stereo unspecified) was read as SRC1 inh 11, NCOA3 inh -5, NOD2-RIPK2 inh 10, Granule exo inh 8, NCOA2 inhibitor 0, ABHD5-PLIN5 inh -8, TLR9-MyD88 inh -8, NR5A2 inv ag 11, COUP-TFII inh 13, TROY NFkB inh 19 and TWEAK Fn14 block 13.
`Cc1ccc(C(=O)N/C(=C\c2cccs2)C(=O)NCc2cccnc2)cc1` gave SRC1 inh -29, NCOA3 inh 16, NOD2-RIPK2 inh 11, Granule exo inh -7, NCOA2 inhibitor -22, ABHD5-PLIN5 inh 0, TLR9-MyD88 inh 3, NR5A2 inv ag 21, COUP-TFII inh 0, TROY NFkB inh -1 and TWEAK Fn14 block 1.
COc1ccc(NC(=O)N(C)C[C@H]2Oc3ccc(NS(=O)(=O)c4ccc(F)cc4)cc3C(=O)N([C@H](C)CO)C[C@@H]2C)cc1 was read as SRC1 inh 3, NCOA3 inh 7, NOD2-RIPK2 inh -13, Granule exo inh 5, NCOA2 inhibitor -3, ABHD5-PLIN5 inh 3, TLR9-MyD88 inh -6, NR5A2 inv ag 14, COUP-TFII inh 11, TROY NFkB inh 0 and TWEAK Fn14 block -3.
For Oc1c(Br)cc(Br)cc1C=Nc1ccc2[nH]ncc2c1 the results were SRC1 inh 15, NCOA3 inh 5, NOD2-RIPK2 inh 4, Granule exo inh 29, NCOA2 inhibitor -18, ABHD5-PLIN5 inh 0, TLR9-MyD88 inh 0, NR5A2 inv ag 9, COUP-TFII inh 18, TROY NFkB inh 9 and TWEAK Fn14 block -15.
Screening CCOC(=O)c1sc(NC(=O)CSc2n[nH]c(-c3ccc(Cl)cc3Cl)n2)c(C#N)c1C returned SRC1 inh -1, NCOA3 inh -8, NOD2-RIPK2 inh -8, Granule exo inh 1, NCOA2 inhibitor -22, ABHD5-PLIN5 inh -2, TLR9-MyD88 inh -3, NR5A2 inv ag -15, COUP-TFII inh -9, TROY NFkB inh 63* and TWEAK Fn14 block -4.
Screening C=CCOC(=O)C1=C(C)NC(=O)NC1c1cc(Cl)cc(Cl)c1OC (stereo unspecified) returned SRC1 inh -15, NCOA3 inh -2, NOD2-RIPK2 inh -4, Granule exo inh -9, NCOA2 inhibitor 4, ABHD5-PLIN5 inh 1, TLR9-MyD88 inh 1, NR5A2 inv ag -23, COUP-TFII inh 1, TROY NFkB inh 10 and TWEAK Fn14 block 10.
CCOc1ccc2nc(NC(=O)Cn3c(C)csc3=O)sc2c1 was read as SRC1 inh -17, NCOA3 inh -23, NOD2-RIPK2 inh -9, Granule exo inh -3, NCOA2 inhibitor -18, ABHD5-PLIN5 inh -10, TLR9-MyD88 inh 6, NR5A2 inv ag -17, COUP-TFII inh -8, TROY NFkB inh -24 and TWEAK Fn14 block -42.
`COc1ccccc1CCn1cnc(Cc2cccc(F)c2)c1C(C)C` gave NOD2-RIPK2 inh 5, Granule exo inh 8, NCOA2 inhibitor -8, ABHD5-PLIN5 inh -3, NR5A2 inv ag 16, COUP-TFII inh 2, TROY NFkB inh 9 and TWEAK Fn14 block 17.
For COc1ccc([N+](=O)[O-])cc1N1C(=O)c2cccnc2C1=O the results were SRC1 inh 4, NCOA3 inh -10, NOD2-RIPK2 inh -4, Granule exo inh 3, NCOA2 inhibitor 7, ABHD5-PLIN5 inh 4, TLR9-MyD88 inh 2, NR5A2 inv ag 14, COUP-TFII inh -8, TROY NFkB inh 20 and TWEAK Fn14 block -15.
Screening CC(=NNC(=O)c1ccncc1)c1cccc(Br)c1 returned SRC1 inh 5, NCOA3 inh -14, NOD2-RIPK2 inh -10, Granule exo inh 0, NCOA2 inhibitor -21, ABHD5-PLIN5 inh -2, TLR9-MyD88 inh -11, NR5A2 inv ag 6, COUP-TFII inh -3, TROY NFkB inh 10 and TWEAK Fn14 block -1.
`COc1ccc(C(=O)c2ccc3oc(-c4ccc(OC)cc4)c(C#CCCO)c3c2)cc1` gave SRC1 inh -19, NCOA3 inh -12, NOD2-RIPK2 inh 4, Granule exo inh -7, NCOA2 inhibitor -1, ABHD5-PLIN5 inh -6, TLR9-MyD88 inh -9, NR5A2 inv ag -13, COUP-TFII inh 0, TROY NFkB inh 12 and TWEAK Fn14 block -57.
For Cc1cccc(NC(=O)COc2ccc(Br)cc2)n1 the results were SRC1 inh -93, NCOA3 inh -61, NOD2-RIPK2 inh -10, Granule exo inh -1, NCOA2 inhibitor -69, ABHD5-PLIN5 inh 1, TLR9-MyD88 inh 4, NR5A2 inv ag -30, COUP-TFII inh -34, TROY NFkB inh 34 and TWEAK Fn14 block -17.
COc1cc(OC)cc(C(=O)NCc2ccc(-n3cccc3)cc2)c1 was read as SRC1 inh -7, NCOA3 inh 4, NOD2-RIPK2 inh -16, Granule exo inh 3, NCOA2 inhibitor -16, ABHD5-PLIN5 inh 5, TLR9-MyD88 inh 2, NR5A2 inv ag -3, COUP-TFII inh -11, TROY NFkB inh 11 and TWEAK Fn14 block 32.
`COc1cc(C)nc(N2CCCC(C(=O)Nc3cccc(Cl)c3Cl)C2)n1` (stereo unspecified) gave SRC1 inh -8, NCOA3 inh 7, NOD2-RIPK2 inh -9, Granule exo inh 0, NCOA2 inhibitor -20, ABHD5-PLIN5 inh -2, TLR9-MyD88 inh 1, NR5A2 inv ag -10, COUP-TFII inh -2, TROY NFkB inh -24 and TWEAK Fn14 block -3.
For O=CN1CCN(C(C(=O)NC2CCCCC2)c2cc3c(cc2[N+](=O)[O-])OCO3)CC1 (stereo unspecified) the results were SRC1 inh -2, NCOA3 inh 2, NOD2-RIPK2 inh 3, Granule exo inh 3, NCOA2 inhibitor 2, ABHD5-PLIN5 inh -1, TLR9-MyD88 inh -2, NR5A2 inv ag -18, COUP-TFII inh 1, TROY NFkB inh 1 and TWEAK Fn14 block -12.
Fc1cc(F)c(F)c(SCCc2ccncc2)c1F was read as SRC1 inh 0, NCOA3 inh 26, NOD2-RIPK2 inh 1, Granule exo inh 0, NCOA2 inhibitor 3, ABHD5-PLIN5 inh 3, TLR9-MyD88 inh 4, NR5A2 inv ag 12, COUP-TFII inh 11, TROY NFkB inh -9 and TWEAK Fn14 block 19.

The list is partial; count on the stated rates, not on these rows.
